p53null 39C tox: qHTS Screen for Compounds that Selectively Target Cancer Cells with p53 Mutations: Cytotoxicity of p53 Null Cells at the Nonpermissive Temperature. H1299 p53-null (neo) cells, 39C, ATPlite viability, 24 h. 55,000 tested, 0.97% active. AID 904, 2007. Potency, µM (series often up to 46.1 µM), for inactives: at the top dose activity, negative = cell killing, usual class: cytotoxic;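 further: 0% = DMSO only and -100% = full killing by 100 µM tamoxifen; nearly all actives have a fitted effect of over 50% in size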
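Following overnight plating at 37C (600 cells/well), H1299-neo or H1299-p53A138V cells are dosed up to 46 uM. Incubation lasts 24 hr at 39C before ATP detection.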
p53null 32C kill: qHTS Screen for Compounds that Selectively Target Cancer Cells with p53 Mutations: Cytotoxicity of p53 Null Cells at the Permissive Temperature; H1299-neo p53 null cells, ATP luminescence, 24 h, 32C; Potency, µM (highest dose often 46.1 µM), for the others: at the top dose activity change, negative = cytotoxicity, usual class: cytotoxic; 55,000 tested, 0.62% active;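 further: 0% = DMSO only and -100% = full killing by 100 µM tamoxifen; nearly all actives have a fitted effect of over 55% in size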
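H1299-neo (p53-null) cells, 600/well, were pre-incubated overnight at 37C, then exposed to compounds at up to 46 uM for 24 hr at 32C. Viability was measured as ATP content by luminescence, and AC50 values came from Hill fits.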
* hit, by the source's call; ? = inconclusive; [ ] = dose if it differs, or a comment. The call rests on the fitted dose curve; in most records, active means well fitted cell-killing curve with a large enough effect; inconclusive means small, poorly fitted or top-dose-only effect; inactive means no such curve, though single readings can be large or run the other way. Potency means the concentration at half of the fitted maximal effect.

nr	molecule	p53null 39C tox	p53null 32C kill
1	O=C(Nc1ccc(S(=O)(=O)Nc2ccccc2)cc1)C1COc2ccccc2O1 (stereo unspecified)	-2%	13%
2	Nc1nnc(SCCCC(=O)c2ccc(Br)cc2)s1	?	-24%
3	CNc1nc(Oc2ccc(C(=O)OC)cc2)nc(SC)n1	-7%	2%
4	COc1cc(NC(=O)c2ccccc2)c(OC)cc1NC(=O)CN1CCCCC1	-5%	-4%
5	O=C(NNC(=O)c1ccccc1Cl)c1cccs1	-8%	50%[activator]
6	CC1(C)C(=O)Nc2ccccc2N1C(=O)COC(=O)Cn1cnc2ccccc2c1=O	-1%	-14%
7	COc1cccc(OCCn2ccnc2)c1	4%	6%
8	O=C(O)CC(SCc1ccc(C(=O)O)o1)C(=O)O (stereo unspecified)	-3%	7%
9	CN(C)C(=O)Cn1c(SCC(=O)NC2CCCCC2)nc2ccccc21	1%	10%
10	COC(=O)NCC(c1cccnc1)N1CCN(c2ccccc2F)CC1 (stereo unspecified)	-35%	-5%
11	C=CCNC(=O)C(C(=O)OCC)C1CCCCC1 (stereo unspecified)	-21%	4%
12	Cc1nc(CNS(=O)(=O)c2cc(F)ccc2F)cs1	18%	-2%

By substructure: the entries above containing two or more sulfur atoms (two)
nr	molecule	p53null 39C tox	p53null 32C kill
2	Nc1nnc(SCCCC(=O)c2ccc(Br)cc2)s1	?	-24%
12	Cc1nc(CNS(=O)(=O)c2cc(F)ccc2F)cs1	18%	-2%

Next section:
nr	molecule	p53null 39C tox	p53null 32C kill
13	Cc1ccc(CC(=O)Nc2nncs2)cc1	21%	12%
14	Cc1ccc(Nc2nc3c(c(=O)[nH]c(=O)n3C)n2Cc2ccc(F)cc2)cc1	-6%	-10%
15	Cc1cc(NC(=O)CCCSc2nc(-c3ccco3)cc(C(F)(F)F)n2)n(-c2ccccc2)n1	-4%	8%
16	CS(=O)(=O)N1CCN(c2ccc(NC(=O)C(c3ccccc3)c3ccccc3)cc2)CC1	-9%	-6%
17	CCCn1c(Nc2ccccc2C)nc2ccccc21	-3%	-7%
18	COc1ccc(CC(=O)OCc2nnc(C3COc4ccccc4O3)o2)cc1OC (stereo unspecified)	14%	-7%
19	O=C(CN1CCCCCC1)N1c2ccccc2Sc2ccc(C(F)(F)F)cc21	1%	1%
20	COC(=O)c1cccc(NC(=O)c2ccco2)c1	-1%	7%
21	CCOC(=O)N1CCC(Nc2c(-c3ccc(C)cc3)c(=O)c2=O)CC1	5%	-6%
22	COc1ccc(OC)c(N2C(=O)CC(Cc3ccc(Cl)cc3)C2=O)c1 (stereo unspecified)	-3%	2%
23	CC(=O)/C=C(/C)NC(Cc1c[nH]c2ccccc12)C(=O)O (stereo unspecified)	0%	6%
24	Cc1cc(C(F)F)nn1CC(=O)NCc1ccccc1F	18%	3%
25	Cc1nn(C)c(C)c1S(=O)(=O)N(CC(=O)NCCN1CCOCC1)c1ccc(C(C)C)cc1	-4%	4%
26	CCOC(=O)CSC1=C(C#N)C(c2ccc(C)o2)CC(=O)N1 (stereo unspecified)	-23%	38%[activator]
27	CSCCC(C(=O)N1CC2(C)CC1CC(C)(C)C2)N1C(=O)c2ccccc2C1=O (stereo unspecified)	5%	-7%
28	CCC1Oc2ccc(C)cc2N(CC(=O)N(Cc2cccnc2)Cc2cccc(F)c2)C1=O (stereo unspecified)	5%	7%
29	CCc1nc(SCC(=O)N2CCC(C)CC2)c2c(=O)n(C)c(=O)n(C)c2n1	-2%	-3%
30	O=C(Cn1cnc2c(cnn2-c2ccc(F)cc2)c1=O)N1CCN(c2ccccc2)CC1	0%	10%
31	Cc1cc(C)cc(NC(=O)CCC(=O)Nc2cc(C)on2)c1	17%	-2%
32	CCOC(=O)C(O)(CC(=O)Nc1cc(F)ccc1C)C(F)(F)F (stereo unspecified)	-17%	-7%
33	CCO/C=C1/C(=O)N(C(C)=O)c2ccccc21	-2%	4%
34	CCOC(=O)c1sc(=S)n(-c2ccccc2)c1N	5%	12%
35	CC(CN1CCOCC1)OC(=O)C(C)(c1ccccc1)c1ccccc1 (stereo unspecified)	-16%	6%
36	Cc1ccc(Nc2nc3ccccc3[nH]2)nc1	2%	-6%

Whole records from above. Order of screens: p53null 39C tox, p53null 32C kill
Cc1cc(C)cc(NC(=O)CCC(=O)Nc2cc(C)on2)c1 in the list: 17%, -2%
CCOC(=O)CSC1=C(C#N)C(c2ccc(C)o2)CC(=O)N1 (stereo unspecified) in the list: -23%, 38%[activator]
CSCCC(C(=O)N1CC2(C)CC1CC(C)(C)C2)N1C(=O)c2ccccc2C1=O (stereo unspecified) in the list: 5%, -7%
Cc1ccc(Nc2nc3ccccc3[nH]2)nc1 in the list: 2%, -6%
CCc1nc(SCC(=O)N2CCC(C)CC2)c2c(=O)n(C)c(=O)n(C)c2n1 in the list: -2%, -3%

The results go on:
nr	molecule	p53null 39C tox	p53null 32C kill
37	COc1ccc(C2N=C(c3ccccc3)NC(c3ccccc3)=N2)cc1	11%	8%
38	Cc1cccc(N(C(=O)CNC(=O)c2ccco2)C(C(=O)NC2CCCC2)c2ccncc2)c1 (stereo unspecified)	14%	5%
39	Cc1c(Cl)cccc1NC(=O)Nc1ccn(C)n1	-14%	-5%
40	Nc1nc(N2CCN(C(=O)c3ccco3)CC2)nc2ccccc12	9%	3%
41	COc1ccc2oc(=O)c(C(=O)NCc3ccccn3)cc2c1	6%	-4%
42	Cc1ccc2cc(CN(CC3CCCO3)S(=O)(=O)c3ccccc3)c3nnnn3c2c1 (stereo unspecified)	-5%	-5%
43	CCc1ccccc1NC(=O)c1cnc2scc(C)n2c1=O	-1%	11%
44	Cc1ccc(C(C(=O)NC2CCCC2)N(Cc2ccc3c(c2)OCO3)C(=O)Cc2cccs2)cc1 (stereo unspecified)	-7%	-2%
45	O=C(N/N=C/c1cccc(F)c1)NC1CCCCC1	7%	-6%
46	COc1ccc(N(CC(=O)Nc2cc(OC)ccc2OC)S(C)(=O)=O)cc1	-24%	-11%
47	COc1ccc(N2CCN(c3oc(COc4ccccc4)nc3C#N)CC2)cc1	14%	1%
48	CC(/C=N/N1CCN(c2ccccn2)CC1)=C\c1ccccc1	17%[1.84 µM]	-7%
49	CSCCC(NC(=O)c1cc([N+](=O)[O-])ccc1Cl)C(=O)O (stereo unspecified)	20%	6%
50	COc1ccc(-c2cn3c(C)c(C(=O)Nc4cccc(C)n4)sc3n2)cc1	-7%	-6%
51	CCCn1c(=O)c(C(=O)Nc2ccccc2)c(O)c2ccccc21	-1%	-5%
52	CN(C(=O)CSc1nnc(-c2n[nH]c3ccccc23)o1)c1ccccc1	6%	5%
53	CN(c1ccccc1C(=O)O)S(=O)(=O)c1ccc2c3c(cccc13)C(=O)N2	-6%	-5%
54	COc1oc(-c2ccc(Cl)cc2)nc1C(F)(F)F	2%	-6%
55	Cc1[nH]c2ccccc2c1SCCNC(=O)c1ccc(Br)o1	1%	-3%
56	O=C(OCn1nnc2ccccc2c1=O)C1CCN(S(=O)(=O)c2cccs2)CC1	16%	-1%
57	Cc1cccc(-c2n[nH]c(=S)n2Cc2ccccc2)c1	7%	1%
58	Cc1ccnc(NS(=O)(=O)c2ccc(NS(=O)(=O)c3cccs3)cc2)n1	7%	-3%
59	CC1CC(C)(C)N(C(=O)CN2C(=O)c3ccccc3C2=O)c2ccccc21 (stereo unspecified)	-17%	-17%
60	O=c1ccc(Cl)cn1Cc1ccccc1F	20%	-1%
61	COc1ccc(Cc2nnc(NC(=O)c3cccc([N+](=O)[O-])c3)s2)cc1	20%	-6%
62	COc1ccc(C(=O)n2nc(-c3ccco3)nc2N)cc1	12%	-3%
63	Nc1nc(C2CC(=O)OC23CCCCC3)cs1 (stereo unspecified)	-7%	-4%
64	O=C(NCc1nnc(SCC(=O)N2CCN(c3ccccc3)CC2)o1)c1ccco1	-5%	3%
65	Cc1ccc(SCC(=O)NCc2ccco2)cc1	0%	-2%
66	COC(=O)c1ccccc1NC(=O)CSc1nnnn1C	0%	-3%
67	CCn1cc(C(=O)NCc2ccco2)c2cc(OC)c(OC)cc2c1=O	19%	0%
68	Cc1cc2n(n1)SC(Nc1ccc(F)c(Cl)c1)N2 (stereo unspecified)	11%	-12%
69	c1ccc(-c2cc(N3CCCCC3)nc(-c3ccccc3)n2)cc1	3%	-9%
70	COC(=O)C1=C(C)N=c2s/c(=C/c3cccs3)c(=O)n2C1c1ccc(F)cc1 (stereo unspecified)	2%	-6%
71	CC(C)Oc1ccc(C(=O)CCN2CCCCC2)cc1	22%	-1%
72	CNc1nnc(CSc2nc3ccccc3s2)s1	3%	-2%
73	COc1ccc(C2Nc3ccccc3C(=O)N2Cc2ccco2)cc1COc1ccc(F)cc1 (stereo unspecified)	-4%	13%
74	CC1(CCc2ccc3c(c2)OCO3)NC(=O)c2ccccc2N1 (stereo unspecified)	-2%	7%
75	COc1ccc(S(=O)(=O)Nc2nc3ccccc3nc2NCc2ccc3c(c2)OCO3)cc1	4%	5%
76	CC(C)(C)c1cnnn1-c1ccc(C=O)cc1	10%	7%
77	CCC1S/C(=N/C(=O)NC2CCCCC2)NC1=O (stereo unspecified)	-10%	-9%
78	CC(=O)C1C(c2ccncc2)NC(=O)NC1(O)C(F)(F)F (stereo unspecified)	8%	-3%
79	C/C(=N\NC(=S)NC1CCCCC1)c1ccc(C#N)cc1	10%	2%
80	O=C(Sc1nnc(-c2ccccc2)o1)N1c2ccccc2Sc2ccccc21	-4%	-11%
81	O=C(CC1(O)C(=O)Nc2cc(Cl)cc(Cl)c21)c1ccccc1O (stereo unspecified)	-12%	4%
82	Cc1c(NC(=O)CSc2nncc3ccccc23)c(=O)n(-c2ccccc2)n1C	-3%	-1%
83	COc1ccc(C2CC(=O)C=C(NCCC(C)C)C2)cc1 (stereo unspecified)	7%	-23%
84	CC(OC(=O)c1nc(-c2ccccc2)n(-c2ccccc2)n1)C(=O)Nc1cc(Cl)cc(Cl)c1 (stereo unspecified)	5%	2%
85	Cc1nn(Cc2ccc(Cl)c(Cl)c2)c(C)c1NC(=O)c1cc(-c2ccco2)on1	-17%	-4%
86	CCOC(=O)C1=C(C)Nc2nnnn2C1c1ccccc1Cl (stereo unspecified)	-7%	2%
87	Cc1cccc(N2CCN(C(=O)NCc3ccc(Cl)cc3)CC2)c1	-14%	-3%
88	c1ccc(CNc2ccc(CNc3ncn[nH]3)cc2)cc1	5%	-3%
89	N#C/C(=C/c1ccc(N2CCOCC2)o1)c1nc2ccccc2[nH]1	?	?
90	CCN1CCN(C(c2nnnn2Cc2ccc3c(c2)OCO3)C(C)C)CC1 (stereo unspecified)	21%	1%
91	Cc1cc(OCC(=O)NC(C)C)cc(C)c1Cl	22%	-3%
92	CCCC(=O)n1nc(-c2ccccc2)nc1N	9%	-4%
93	COC(=O)c1ccc(C(=O)OC)c(-n2c(=O)c3ccccc3c3ccccc3c2=O)c1	-21%	-5%
94	O=C(Nc1cccc2c1CCCC2)c1ccncc1	-7%	-10%
95	CC1CCN(C(=O)Cn2cc(C(=O)C3CC3)c3ccccc32)CC1	2%	7%
96	Nc1nc(CSc2nnnn2-c2ccccc2)nc(N2CCCc3ccccc32)n1	15%	20%

Going on with the list.
nr	molecule	p53null 39C tox	p53null 32C kill
97	COc1ccc(-n2nc(C(=O)c3cccs3)cc(-c3nc4ccccc4[nH]3)c2=N)cc1	14%	5%
98	CC1(C)CC(=O)C(CC(=O)NC(=O)NCc2ccccc2)=C(O)C1	5%	6%
99	Cc1cccc(NC(=O)CN2C(=O)N/C(=C/c3ccc(C)o3)C2=O)c1	23%[1.84 µM]	10%
100	c1ccc(NC2=NCCCCS2)cc1	0%	0%
101	COC(=O)CSC1=C(C#N)C(c2ccsc2)CC(=O)N1 (stereo unspecified)	-5%	-6%
102	CC(=O)c1ccc(NC(=O)COC(=O)c2ccccc2N=Nc2ccc(N(C)C)cc2)cc1	?	-25%
103	C=CCn1c(N)cc(=O)nc1SC(C)C(=O)Nc1cccc2ccccc12 (stereo unspecified)	-4%	9%
104	NC(=O)NC(=O)COC(=O)CN1C(=O)C2CCCCC2C1=O (stereo unspecified)	9%	-2%
105	COc1cc2c(cc1OC)C1(CCCC1)C(N)=C2C#N	-2%	2%
106	Cc1cc(C(=O)NC2CCCC2)on1	0%	1%
107	COc1ccc(S(=O)(=O)NCC2CCC(C(=O)N3CCC4(CC3)OCCO4)CC2)cc1 (stereo unspecified)	22%	2%
108	CCOc1ccc(CNC(=S)N/N=C/c2ccncc2)cc1	-8%	-8%
109	CN(Cc1ccccc1)C(=O)COc1ccccc1	-17%	-11%
110	CC(C)C1Oc2ccccc2N(CC(=O)N(Cc2ccncc2)Cc2ccco2)C1=O (stereo unspecified)	-4%	3%
111	COC(=O)CN(C#N)c1nc(NC(C)C)nc(OC)n1	-14%	-2%
112	Cc1ccc(CC(=O)N2CCC(c3nc4c(nnn4Cc4ccccc4)c(=O)[nH]3)CC2)cc1	9%	0%
113	CCCn1cc(S(=O)(=O)CC(=O)Nc2ccc(OC)cc2OC)c2ccccc21	-17%	8%
114	CCC(C)(C)NC(=O)C(c1ccccc1)N(Cc1cccnc1)C(=O)c1csnn1 (stereo unspecified)	-3%	-6%

Bioassay records as filed in PubChem BioAssay.

Not all compounds are listed; count on the stated rates, not on these rows.
